# F508del corr: CFTR F508del correction in bronchial cells. AID 720511. 350,000 tested, 0.36% active. activity (quench increase), % at 7.58 µM. CFBE cells, YFP halide quenching; stimulated with forskolin plus potentiator P3; % fluorescence drop versus neutral controls;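 active means mean added fluorescence quench of at least 8% versus neutral control, with both replicates also reaching 8%; inconclusive means only one of the mean or replicate conditions met; inactive means mean below 8% and not both replicates reaching 8%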;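 further: cells transiently co-express mutant CFTR-F508del with the halide-sensitive YFP; corrector assay measuring rescue of mutant channel to the surface after 24 h compound exposure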
# GSIS activator: primary screen for activators of insulin secretion dependent on glucose, INS-1E cells, GLuc reporter luminescence | 370,000 tested, 0.61% active | AID 743287 | INS-1E GLuc reporter insulin secretion, 2-3 h | activation, % at 16.6 µM;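 active means lowest replicate activation of at least 40%, so every replicate reaches that level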;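 further: 0% = median of neutral control wells and 100% = median of IBMX positive control wells; some compounds called inactive have numbers as strong as hits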
# miR-122 sensor: inhibitors of miR-122 in Huh7 cells | Huh7 miR-122 Renilla luciferase sensor, 48 h; neutral wells = 0, positive control = 100 | activation (reporter increase), % at 12.5 µM | 340,000 tested, 0.3% active | AID 602342;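 active means mean replicate activation score at least 90 and every replicate individually at or above 90; inconclusive means only one of the two criteria met; inactive means neither criterion met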;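 further: higher luciferase means less miR-122 activity so hits act as miR-122 inhibitors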
# FN deposition inh: fibronectin deposition inhibition | AH1F fibroblasts, Alexa488-fibronectin deposition fluorescence, overnight | inhibition, % at 12.6 µM | 350,000 tested, 0.086% active | AID 743247;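 active means mean inhibition across replicates of 30% or more, regardless of how many single replicates reach that level; inconclusive means mean under 30% yet at least half of replicates reach 30%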;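 further: positive control wells lacked labelled fibronectin entirely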
#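 Assay system: AH1F fibroblasts / Quantity: 10000 cells per well / Medium: DMEM plus 2% serum, read in PBS / Reagent: labelled fibronectin 24 nM / Dosing: single dose, pinned / Times: 1 h cell attachment, overnight exposure to compound and label / Signal: fluorescence, ex 485 nm, em 525 nm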
# DENV2 CPE rescue: inhibitors of DENV2 cytopathic effect; DENV2-infected cells, cytopathic effect rescue, plate reader; CPE inhibition, % at 9.99 µM; 350,000 tested, 1.7% active; AID 651640; in the data active means CPE inhibition above about 20%, passing the limit was not always enough; inconclusive means no clear call, values can overlap the other calls; tested in BHK-21 cells;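 further: 0% = median of neutral control wells and 100% = median of positive control wells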
# EWS-Fli block: EWS/Fli transcriptional activity inhibition; inhibition, % at 12.6 µM; A673 NR0B1-luciferase reporter, viability-normalised; 350,000 tested, 0.67% active;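 active means mean inhibition of at least 50% after viability correction, with every replicate also passing that limit; inconclusive means mean reaches 50% but only one of two replicates passes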;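 further: firefly luciferase signal divided by Alamar Blue viability fluorescence both relative to DMSO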
# PAX8 reporter: lowers PAX8-driven luciferase in RMG-I cells; RMG-I TPO-luciferase reporter, SteadyGlo, 24 h; inhibition, % at 12.6 µM; 360,000 tested, 1.2% active;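 active means mean replicate inhibition at least 60% with every replicate also reaching 60%; inconclusive means only one of the two criteria is met; inactive means mean below 60% and not all replicates reaching 60%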;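 further: luciferase light reporting Pax8 driven TPO promoter activity; plate controls were median of neutral control wells for no effect and mitoxantrone controls for full effect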
# An asterisk follows results filed as active; ? = inconclusive; · = no result given; [ ] = dose if it differs, or a comment.
SMILES,F508del corr,GSIS activator,miR-122 sensor,FN deposition inh,DENV2 CPE rescue,EWS-Fli block,PAX8 reporter
CCS(=O)(=O)c1nc(S(=O)(=O)c2ccc(C)cc2)c(NCCCN2CCCC2=O)s1,0.8,7,-4,-1,1,·,10
CO[C@H]1CN(C)C(=O)c2cc(NC(=O)C3CCC3)ccc2OC[C@@H](C)N(Cc2ccccn2)C[C@@H]1C,-2.6,15,·,-17,10,-11,4
O=C(NCC[C@H]1CC[C@@H](NS(=O)(=O)Cc2ccccc2)[C@@H](CO)O1)C1CCC1,0.1,-3,-4[16.7 µM],·,·,2,8
CC1(C)CC(N2CCOCC2)=CC(=[N+]2CCOCC2)C1,0.5,3,·,-1,-6,5,-3
CCC(=O)N1CC2(CN(C(=O)Nc3ccc(F)cc3)C2)c2c([nH]c3cc(OC)ccc23)[C@@H]1CO,-2.3,-15,·,·,-9,-6,-20
CC(C)NC(=O)Nc1ccc2c(c1)CC(=O)N([C@@H](C)CO)C[C@H](C)[C@@H](CN(C)S(=O)(=O)c1ccc(F)cc1)O2,-3.3,1,-4[16.7 µM],·,·,-1,-18
Cc1ccc(C(=O)OCC(=O)NCc2ccc(F)cc2)o1,0.1,6,3,-6,-2,-3,1
COCC(=O)Nc1ccc2c(c1)C(=O)N(C)C[C@H](OC)[C@H](C)CN(Cc1cccnc1)[C@@H](C)CO2,-1.9,15,·,1,-6,-4,-6
COc1cccc2c(=O)n(CC(=O)NC3CCCC3)ccc12,2.7,·,-10,3,3,-2,-38
O=c1oc(CCCO)cc2ccc(C#CC3(O)CCCCC3)cc12,0.7,15,2,-2,-1,2,-107
O=C(CSc1ccc(F)cc1)NC(=O)NCc1ccccc1,-0.2,·,-3,-10,4,14,0
C[C@@H]1CN([C@H](C)CO)C(=O)c2cc(NS(=O)(=O)c3ccccc3)ccc2O[C@@H]1CN(C)Cc1ccc(Oc2ccccc2)cc1,-1.0,-16,58[16.7 µM],·,19,14,-1
Cn1cnc(S(=O)(=O)N2CC[C@@H]3[C@@H](CO)Nc4ccc(-c5ccc(F)cc5)cc4[C@@H]32)c1,2.1,-6,-1[16.7 µM],-5,20,0,13
COc1ccc(CN2C(=O)c3cccnc3C2=O)cc1S(=O)(=O)N1CC(C)Oc2ccccc21 (configuration not stated),-4.7,-11,3,12,8,-5,2
O=C(N[C@H]1C=C[C@@H](CC(=O)N2CCN(c3ccccc3)CC2)O[C@@H]1CO)c1ccncc1,-3.5,18,6[16.7 µM],·,2,11,-15
Cc1c(C#N)c2ccccc2n1CC(=O)N1CCc2ccccc2C1,2.2,1,·,14,-1,13,27
Cc1nc2nc(NC(=O)c3ccco3)nn2c(C)c1Cl,-0.6,-3,-1,·,-1,-32,-66
Cc1ccc(CN2CCN(Cc3ccccc3C(F)(F)F)CC2)cc1,·,19,5,-5,·,·,·
Cc1nc(N)c2c(Cc3cccc4ccccc34)nn(C(C)(C)C)c2n1,7.5,·,·,22,2,8,-17
Cc1cc(C)c(NC(=O)CN2CCN(c3ccccn3)CC2)c(C)c1,-1.4,3,-5,2,-2,-11,1
O=C(COC(=O)c1ccco1)c1ccc2ccccc2c1,·,·,-4,4,·,·,-40
COc1ccc(N2CCN(S(=O)(=O)c3cn(C)c(=O)n(C)c3=O)CC2)cc1,1.5,-3,·,9,10,-9,2
O=C(Nc1ccccc1)N1CCCCN2[C@@H](CO)[C@H](c3ccc(-c4ccccc4)cc3)[C@@H]2C1,0.2,-22,18[16.7 µM],·,3,-7,25
COCCOC(=O)N1C(=O)[C@@]2(c3ccccc31)[C@H](C(=O)N1CCc3cc(OC)c(OC)cc3C1)[C@H]1C(=O)O[C@H](c3ccccc3)[C@H](c3ccccc3)N1[C@@H]2c1ccc(O)cc1,-0.7,·,·,·,4,8,0
CO[C@H]1CN(C)C(=O)c2ccc(NS(=O)(=O)c3ccccc3)cc2OC[C@H](C)N(Cc2cccnc2)C[C@@H]1C,2.8,-14,·,7,8,29,-1
Nc1[nH]c(C(=O)c2ccccc2)c(-c2ccccc2Br)c1C(=O)NCCc1ccc(Cl)cc1Cl,-3.3,-7,·,7,0,-5,-17
Cc1cc(C)nc(N2CCN(c3ccc(F)cc3)CC2)n1,0.2,9,-6,5,17,10,3
COc1ccc(CN(C)C[C@@H]2Oc3c(NS(=O)(=O)c4cn(C)cn4)cccc3C(=O)N([C@@H](C)CO)C[C@H]2C)cc1,0.1,-3,-3[16.7 µM],·,-8,3,-11
COc1ccc(S(=O)(=O)N2CCc3ccccc32)cc1NC(C)=O,-0.9,15,·,20,-2,-13,25
O=c1[nH]c(=O)n(C2C[C@H](O)[C@@H](CO)O2)cc1C(F)(F)F (some centres not stated),2.5,-3,12,4,0,62*,-18
O=C(COc1cccc(C(F)(F)F)c1)Nc1ccc2[nH]ncc2c1,0.3,·,0,-7,?,1,18
Cc1cccc(NC(=S)NCc2ccc3c(c2)OCO3)c1C,·,9,·,0,·,·,3
COc1ccc(F)c(CN2CCN(CCc3ccccc3)C(CCO)C2)c1 (configuration not stated),4.0,·,5,0,0,9,9
O=C(Cc1c(F)cccc1Cl)Nc1ccncc1,1.0,-1,-6,·,-1,13,·
Cc1ccc(CNC(=O)CSc2nc3ccccc3c(=O)n2CC2CCCO2)cc1 (configuration not stated),3.8,1,-8,7,-5,-19,-7
Cc1ccc(S(=O)(=O)NC2=NCN(CC(=O)O)CN2)cc1,-1.7,1,-3,2,6,3,-20
N#C[C@H]1[C@H](c2ccc(-c3cccc(F)c3)cc2)[C@@H](CO)N1C(=O)NC1CCCCC1,-0.7,-27,·,-6,-2,2,·
FC(F)(F)c1ccc(/C=N/NC(=S)NC2CCCCC2)cc1,-5.7,13,0,-3,?,10,3
CCCCOc1ccc(-c2nnn(CCC(=O)N3CCOCC3)n2)cc1,0.9,-14,-5,·,11,-37,·
Cc1cccc(NC(=O)C2CCN(C(=O)c3ccco3)CC2)c1C,0.8,9,-2,-1,-1,-12,5
CCN1C(=O)c2ccc(-c3nc4ccccc4c(=O)o3)cc2C1=O,-2.1,-1,-5,-2,4,-5,-8
CC(=O)N1c2ccccc2NC2=C(C(=O)CCC2)C1c1ccco1 (configuration not stated),-1.3,16,-4,2,3,-5,2
O=S(=O)(c1ccc(Cl)cc1)N1CCCC(c2nc(-c3ccc(F)cc3)no2)C1 (configuration not stated),1.2,-8,-1,-8,-3,-13,-15
CC(C)C#Cc1ccc([C@@H]2[C@H](CO)N3C(=O)CN(S(=O)(=O)c4ccccc4)C[C@@H]23)cc1,1.4,-7,·,11,-4,14,-1
CC(Sc1ncn[nH]1)C(=O)Nc1ccc(Cl)cn1 (configuration not stated),2.2,18,-6,-4,-1,0,-12
C[C@H]1CN([C@@H](C)CO)C(=O)Cc2cc(NC(=O)CCC(F)(F)F)ccc2O[C@@H]1CN(C)S(=O)(=O)c1ccccc1,-1.9,10,-6[16.7 µM],·,-5,5,3
C[C@H](CO)N1C[C@H](C)[C@H](CN(C)C(=O)CCC(F)(F)F)OCCCC[C@H](C)Oc2ccc(NS(=O)(=O)c3ccc(Cl)cc3)cc2C1=O,-0.9,-14,-9[16.7 µM],1,-8,·,44
CCOCCCNC(=O)c1ccc(OC)c(OC2CCN(C(C)C)CC2)c1,-0.6,1,·,-2,-5,-17,-7
COc1ccc(C(c2sc3nc(C)nn3c2O)N2CCN(CCO)CC2)cc1OC (configuration not stated),-4.7,·,-5,4,3,-5,9
CCOc1ccccc1C(=O)NCC(=O)N(C)Cc1cccnc1,-1.4,12,7,1,13,-1,6
CC(C)C#Cc1ccc2c(c1)O[C@H](CN(C)Cc1cncnc1)[C@@H](C)CN([C@H](C)CO)S2(=O)=O,2.0,-14,54[16.7 µM],-2,-5,18,·
COC(=O)c1c(NC(=O)CCS(=O)(=O)c2ccccc2)sc2c1CCN(C)C2,-3.9,31,-2,2,-6,-7,8
O=C1O[C@@H](c2ccccc2)[C@@H](c2ccccc2)N2[C@@H](c3ccc(O)cc3)[C@]3(C(=O)Nc4ccc(C#CC5(O)CCCCCC5)cc43)[C@@H](C(=O)N3CCN(c4ncccn4)CC3)[C@H]12,-3.7,·,·,·,-8,9,-15
O=C(c1ccco1)N1CCN(c2ccc(N3CCCCC3)nn2)CC1,1.1,7,-1,5,-3,-83,-173
Cc1ccc(NC(=O)CNc2ccccc2N2CCCC2=O)cc1S(=O)(=O)N1CCOCC1,1.3,-10,17,3,-3,4,2
Oc1cccnc1SCc1ccccc1,1.8,·,-2,15,·,-4,5
O=C(COC(=O)c1cc(S(=O)(=O)N2CCOCC2)ccc1Cl)NC1CCCCC1,1.2,·,-6,-1,?,2,-7
C[C@H]1CN([C@@H](C)CO)C(=O)c2cc(C#Cc3ccc(F)cc3)cnc2O[C@H]1CN(C)S(C)(=O)=O,1.0,12,-3[16.7 µM],16,?,-15,·
COc1cccc(NC(=O)Nc2ccc3c(c2)C(=O)N(C)C[C@@H](OC)[C@@H](C)CN(C)[C@H](C)CO3)c1,0.5,-2,·,8,26*,-18,-4
Cc1ccc(CCNS(=O)(=O)c2cnc[nH]2)cc1,·,·,2,6,·,·,-1
# The list continues.
SMILES,F508del corr,GSIS activator,miR-122 sensor,FN deposition inh,DENV2 CPE rescue,EWS-Fli block,PAX8 reporter
COCC(=O)N1C[C@@H](C)[C@H](OC)CN(C)C(=O)c2ccc(NC(=O)Nc3cccc(F)c3)cc2OC[C@@H]1C,0.1,-11,0[16.7 µM],2,·,-20,·
CO[C@@H](CN(C)S(=O)(=O)c1ccc(F)cc1)[C@H](C)CN(C(=O)Nc1ccccc1F)[C@@H](C)CO,0.5,4,·,2,-1,-18,-44
O=C(Nc1sc2c(c1C(=O)c1ccccc1)CCCC2)c1cccnc1,·,·,·,2,0,-15,-4
CCSc1n[nH]c2nc3c(c(=O)n12)C1(CCCCC1)Cc1ccccc1-3,3.4,·,-1,-7,-4,0,-10

# Assay outcomes deposited in PubChem BioAssay by Broad Institute.

# Random draw from the library; 3.9% or so of the library scored in one or more.
